Source: PubChem
AmpC inh no detg = qHTS Inhibitors of AmpC Beta-Lactamase (assay without detergent); P00811; AmpC nitrocefin hydrolysis, absorbance 480 nm, 0.0001% Triton; Potency, µM (series often up to 57.1 µM), without a hit: at the top dose activity change, negative = inhibition, hits mostly inhibitors; actives 0.52% (n = 330,000);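 also: potency is read from the fitted curve at half-maximal effect; plate controls were no compound for no effect and no enzyme for full effect; nearly all actives have a fitted effect of over 20% in size; some results filed as inactive show a strong effect at the top dose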
Target sequence (P00811 whole entry, looked up): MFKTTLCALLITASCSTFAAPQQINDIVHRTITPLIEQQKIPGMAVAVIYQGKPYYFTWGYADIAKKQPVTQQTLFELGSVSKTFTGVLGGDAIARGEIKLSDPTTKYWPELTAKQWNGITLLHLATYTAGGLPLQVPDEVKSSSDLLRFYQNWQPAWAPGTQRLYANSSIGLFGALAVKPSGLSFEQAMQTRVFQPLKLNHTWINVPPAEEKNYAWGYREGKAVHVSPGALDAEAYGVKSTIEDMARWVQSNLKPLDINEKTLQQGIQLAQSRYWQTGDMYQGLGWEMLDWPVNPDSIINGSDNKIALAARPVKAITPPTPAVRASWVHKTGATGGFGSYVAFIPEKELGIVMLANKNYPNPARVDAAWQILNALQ
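20 mM phosphate pH 7.0 + 0.01% (detergent screen) or 0.0001% Triton X-100; 5.3 nM AmpC reagent; cpd preinc 15 min RT; nitrocefin (800 uM stock) to start; A480 q20 s × 4 min; Activity was normalised to no-enzyme and no-compound control wells.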
Sm TGR block = qHTS Assay for the Inhibitors of Schistosoma Mansoni Peroxiredoxins; Schistosoma mansoni thioredoxin glutathione reductase (TGR), Q962Y6; purified TGR, DTNB reduction, TNB absorbance 405 nm; Potency, µM (top dose mostly 114 µM), for inactives: top-dose activity change, negative = inhibition, usual class: inhibitors; actives 3% (n = 360,000); also: potency is read from the fitted curve at half-maximal effect; nearly all actives have a fitted effect of over 60% in size
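TGR 20 nM + NADPH 100 uM (dispensed conc.), cpd preinc 15 min RT; start with NADPH (500 uM addition) then DTNB (15 mM addition). Kinetic TNB absorbance, 405 nm filter. Four-parameter Hill fit across titration.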
Giardia FBPA inh = qHTS Assay for Inhibitors of Fructose-1,6-bisphosphate Aldolase from Giardia Lamblia; A8B2U2; purified Giardia FBPA; Potency, µM (titrated, usually from 59.6 µM), without a hit: top-dose activity, negative = inhibition, actives largely listed as inhibitors; actives 0.71% (n = 290,000); AID 2451, 2010; also: potency is read from the fitted curve at half-maximal effect; nearly all actives have a fitted effect of over 55% in size
Target sequence (A8B2U2 whole entry, looked up): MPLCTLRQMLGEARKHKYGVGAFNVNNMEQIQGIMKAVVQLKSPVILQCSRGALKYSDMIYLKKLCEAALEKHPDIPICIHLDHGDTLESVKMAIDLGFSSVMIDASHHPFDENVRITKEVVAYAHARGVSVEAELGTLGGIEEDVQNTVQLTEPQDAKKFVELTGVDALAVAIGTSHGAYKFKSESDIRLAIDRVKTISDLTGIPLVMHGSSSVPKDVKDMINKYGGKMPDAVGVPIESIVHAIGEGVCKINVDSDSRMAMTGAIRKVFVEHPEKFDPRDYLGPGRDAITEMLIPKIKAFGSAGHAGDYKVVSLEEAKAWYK
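Giardia FBPA (40 nM reagent) was preincubated 10 min at RT with compound (up to 57.5 uM final), then substrate plus GAPDH/TPI/NAD/arsenate coupling system with diaphorase/resazurin was added; resorufin fluorescence (525/598 nm) was read after 20 min.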
AmpC detergent = qHTS Inhibitors of AmpC Beta-Lactamase (assay with detergent); AmpC hydrolysis of nitrocefin, absorbance 480 nm, 0.01% Triton; AID 485294, 2010; Potency, µM (top dose mostly 114 µM), without a hit: at the top dose activity change, negative = inhibition, hits mostly inhibitors; actives 0.041% (n = 370,000); P00811;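 also: potency is read from the fitted curve at half-maximal effect; 0% = no-compound wells and -100% = no-enzyme wells; nearly all actives have a fitted effect of over 25% in size; some results filed as inactive show a strong effect at the top dose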
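AmpC (5.3 nM in the dispensed reagent) in 20 mM phosphate pH 7.0 with 0.01% (detergent screen) or 0.0001% Triton X-100 was preincubated with compounds for 15 min at room temperature. Nitrocefin was then added from an 800 uM solution, and hydrolysis was followed at 480 nm.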
AMA1-RON2 inh = qHTS for Inhibitors of AMA1-RON; Towards Development of Antimalarial Drug Lead: Primary Screen; Plasmodium falciparum AMA1 (3D7) - RON2 peptide interaction; AlphaScreen AMA1-biotinylated RON2 peptide binding; Potency, µM (series often up to 58.2 µM), for the others: at the highest dose activity change, negative = inhibition, most hits filed as inhibitors; actives 0.2% (n = 360,000);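 also: potency is read from the fitted curve at half-maximal effect; 0% = vehicle wells and -100% = peptide control; nearly all actives have a fitted effect of over 45% in size; some results filed as inactive show a strong effect at the top dose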
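AMA1 (3D7) with his tag at 25 nM final met compounds first, then biotinylated RON2 peptide at 25 nM; detection used donor plus acceptor beads, 10 µg/mL apiece, read by AlphaScreen after 30 min at room temperature.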
HCMV antiviral = qHTS Assay for inhibitors of the human cytomegalovirus (HCMV); HFF cells, HCMV-luciferase reporter, 72 h; stronger effect = lower value; activity change, negative = inhibition, % at 57.5 µM; actives 4.5% (n = 410,000); in the data active = activity change below about -60%; inconclusive = no clear call, values can overlap the other calls; inactive = above about -39%
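Steps: HFFs plated, 16 h 37C; compounds added; HCMV-luciferase added to MOI 1 PFU/cell; 72 h 37C; OneGlo reagent, 5 min room temperature; luminescence read, normalized to controls.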
* hit, by the source's call; & = joins results of further samples; [ ] = dose if it differs, or a comment. Unless noted, calls follow the shape of the dose curve; as a rule, active = well fitted curve in the direction sought with a large enough effect; inconclusive = small, poorly fitted or top-dose-only effect, or another doubt; inactive = no such curve, though single readings can be large; an effect the other way counts as inactive or inconclusive. Unless noted, % is scaled to controls: 0 for no effect and ±100 for the full control effect.

What do the screens show for `CCN(CCO)c1ncnc2c1sc1nc(C(C)C)c3c(c12)CC(C)(C)OC3`?
AmpC inh no detg: -8%; Sm TGR block: -6%; Giardia FBPA inh: -8%; AmpC detergent: -9%; AMA1-RON2 inh: 0%; HCMV antiviral: inconclusive

What do the screens show for `Cc1ccc(C)c(S(=O)(=O)c2c(C)cc(C)[nH]c2=O)c1`?
AmpC inh no detg: -8%; Sm TGR block: 15%; Giardia FBPA inh: 15%; AmpC detergent: 5%; AMA1-RON2 inh: 10%

How did Cc1ccnc(Sc2ccc([N+](=O)[O-])cc2[N+](=O)[O-])n1 do in these assays?
AmpC inh no detg: -11%; Sm TGR block: inconclusive; Giardia FBPA inh: -6%; AmpC detergent: 5%; AMA1-RON2 inh: -13%; HCMV antiviral: -22

Results for CC(NC(=O)COC(=O)c1cc([N+](=O)[O-])ccc1N1CCOCC1)c1ccc(F)cc1 (centres undefined) ?
AmpC inh no detg: -41%; Sm TGR block: -1%; AmpC detergent: -15%; AMA1-RON2 inh: -17%; HCMV antiviral: -17

Results for CCC(NC(=O)Nc1cc(OC)ccc1OC)c1c(-n2cccc2)sc2c1CCN(CC)C2 (centres undefined) ?
Sm TGR block: -21%; AmpC detergent: 4%; HCMV antiviral: -73*

What do the screens show for `CCc1nc2c(cnn2-c2ccc(Cl)cc2)c(=O)n1-c1ccc(OC)c(Cl)c1`?
Sm TGR block: 4%; AmpC detergent: 2%; HCMV antiviral: 23

Results for Cc1ccccc1C(=O)N1CCN(c2ccc(NC(=O)c3ccccc3[N+](=O)[O-])cc2)CC1 ?
AmpC inh no detg: -12%; Sm TGR block: 7%[57.1 µM]; Giardia FBPA inh: -10%; AmpC detergent: -6%; AMA1-RON2 inh: 9%; HCMV antiviral: inconclusive

Results for COC(=O)C1=C(C)N=c2s/c(=C/c3cccs3)c(=O)n2C1c1cccs1 (centres undefined) ?
AmpC inh no detg: -22%; Sm TGR block: -7%; Giardia FBPA inh: 8%; AmpC detergent: 2%; AMA1-RON2 inh: -1%; HCMV antiviral: -4

How did COc1ccccc1C(=O)Nc1ccccc1C(=O)N1C(C)CCCC1C (centres undefined) do in these assays?
AmpC inh no detg: 28%; Sm TGR block: 0%; Giardia FBPA inh: 10%; AmpC detergent: -12%; AMA1-RON2 inh: inconclusive; HCMV antiviral: inconclusive

Results for Cc1ccc(-c2nn(-c3ccccc3)cc2C(=O)N2CCN(C3CCS(=O)(=O)C3)CC2)cc1 (centres undefined) ?
AmpC inh no detg: 258%[activator]; Sm TGR block: 0%; AmpC detergent: inconclusive; AMA1-RON2 inh: 1%; HCMV antiviral: -36

What do the screens show for `O=C(Nc1ccc(Cl)cc1)c1ccc(-c2ccccn2)s1`?
AmpC inh no detg: -24%; Sm TGR block: 13%; Giardia FBPA inh: 5%; AmpC detergent: 8%; AMA1-RON2 inh: 21%; HCMV antiviral: 51

Results for CCC(CC)NC(=O)Cc1ccccc1[N+](=O)[O-] ?
AmpC inh no detg: -17%; Sm TGR block: 0%; Giardia FBPA inh: 12%; AmpC detergent: -9%; AMA1-RON2 inh: 11%; HCMV antiviral: 48

Results for CC(=O)Nc1ccc(NC(=O)CSc2ncc(C(=O)Nc3ccc(F)cc3)c(=O)n2C)cc1 ?
AmpC inh no detg: 1%; Sm TGR block: -4%; AmpC detergent: -20%; AMA1-RON2 inh: -5%; HCMV antiviral: 3

Results for COc1ccc(CCN(C)C(=O)CSc2ncnc3sccc23)cc1OC ?
AmpC inh no detg: 2%[11.4 µM]; Sm TGR block: -9%; Giardia FBPA inh: 3%; AmpC detergent: inconclusive; AMA1-RON2 inh: -14%; HCMV antiviral: -10

How did COCCNC(=O)C(=O)N/N=C(\C)CC(=O)Nc1cccnc1 do in these assays?
AmpC inh no detg: -17%; Sm TGR block: -27%; Giardia FBPA inh: -10%; AmpC detergent: 0%; AMA1-RON2 inh: 47%[activator]; HCMV antiviral: -1

How did CC(C)n1cc(NC(=O)C2CC(c3cccc(Br)c3)=NO2)cn1 (centres undefined) do in these assays?
AmpC inh no detg: 30%; Sm TGR block: -6%; Giardia FBPA inh: 10%; AmpC detergent: -4%; AMA1-RON2 inh: 114%[activator]; HCMV antiviral: 29

What do the screens show for `CCC(NC(=O)CCc1c(C)c2cc3c(C)c(C)oc3cc2oc1=O)C(=O)N[C@@H](Cc1ccccc1)C(=O)O` (some centres undefined)?
AmpC inh no detg: 54%; Sm TGR block: -20%; Giardia FBPA inh: 1%; AmpC detergent: -10%; AMA1-RON2 inh: 58%[activator]; HCMV antiviral: -35

Results for COc1ccc(C2=CC3=C(Br)C(=O)C(C)(OC(=O)C4CCCC4)C(=O)C3=CO2)cc1 (centres undefined) ?
AmpC inh no detg: -35%; Sm TGR block: 7.1µM*; Giardia FBPA inh: -3%&-25%; AmpC detergent: 0%; AMA1-RON2 inh: inconclusive

How did COc1ccc(C2SCC(=O)N2Cc2ccccc2)cc1 (centres undefined) do in these assays?
AmpC inh no detg: -2%; Sm TGR block: 6%; Giardia FBPA inh: 11%; AmpC detergent: 2%; AMA1-RON2 inh: -6%; HCMV antiviral: -2

Results for CCCCN(CCCC)CC(O)Cn1c2ccccc2c(=O)c2ccccc21 (centres undefined) ?
AmpC inh no detg: -30%; Sm TGR block: 2%; Giardia FBPA inh: -8%; AmpC detergent: -4%; AMA1-RON2 inh: 2%; HCMV antiviral: -29

What do the screens show for `CC(=O)c1ccc2c(c1)c(C#N)c1ccccc1[n+]2[O-]`?
AmpC inh no detg: -15%; Sm TGR block: -2%; Giardia FBPA inh: -2%; AmpC detergent: -2%; AMA1-RON2 inh: 0%; HCMV antiviral: -13

How did Cc1ccccc1-c1cc(C(=O)Nc2sc(C(=O)OC(C)C)c(C)c2C#N)c2ccccc2n1 do in these assays?
AmpC inh no detg: -38%; Sm TGR block: 4%; Giardia FBPA inh: -12%; AmpC detergent: inconclusive; AMA1-RON2 inh: -30%; HCMV antiviral: -101*

Results for COc1ccccc1C(=O)NCC(=O)OCC(=O)Nc1ccc2[nH]c(=O)[nH]c2c1 ?
AmpC inh no detg: -5%; Sm TGR block: 0%; AmpC detergent: inconclusive; AMA1-RON2 inh: 5%; HCMV antiviral: -3

What do the screens show for `CC1CN(S(=O)(=O)c2ccc(C(=O)Nc3nc(-c4cc5ccccc5o4)cs3)cc2)CC(C)O1` (centres undefined)?
AmpC inh no detg: -10%; Sm TGR block: -1%; Giardia FBPA inh: 5%; AmpC detergent: -15%; AMA1-RON2 inh: -7%; HCMV antiviral: -26

What do the screens show for `O=C(Nc1nnc(-c2ccc(Cl)cc2)o1)C1=COCCO1`?
AmpC inh no detg: -15%; Sm TGR block: -11%; Giardia FBPA inh: 0%; AmpC detergent: inconclusive; AMA1-RON2 inh: 56%[activator]; HCMV antiviral: -4

How did Cc1ccc(S(=O)(=O)N2CCN(C(=O)c3cc4c(C)nn(-c5ccccc5C)c4s3)CC2)cc1 do in these assays?
AmpC inh no detg: 40%; Sm TGR block: -9%; Giardia FBPA inh: -1%; AmpC detergent: -1%; AMA1-RON2 inh: -8%; HCMV antiviral: -34

How did CCCN(CC1CC1)C(=O)COC(=O)c1oc2c(F)cccc2c1C do in these assays?
AmpC inh no detg: 10%; Sm TGR block: -21%; AmpC detergent: inconclusive; AMA1-RON2 inh: 6%; HCMV antiviral: -22

Results for CC(CC(=O)c1cccs1)CC(=O)c1cccs1 ?
AmpC inh no detg: -11%; Sm TGR block: 3%; Giardia FBPA inh: -9%; AmpC detergent: 0%; AMA1-RON2 inh: 5%; HCMV antiviral: -22

How did O=C(O)CCCNC(=O)/C(=C\c1ccccc1F)NC(=O)c1ccccc1 do in these assays?
AmpC inh no detg: -13%; Sm TGR block: 0%; Giardia FBPA inh: 9%; AmpC detergent: 3%; AMA1-RON2 inh: 0%; HCMV antiviral: -32

Results for Cc1ccccc1NC(=O)Cc1nnc(NC(=O)Nc2ccccc2F)s1 ?
AmpC inh no detg: -19%; Sm TGR block: 7%; Giardia FBPA inh: 6%; AmpC detergent: -8%; AMA1-RON2 inh: 8%; HCMV antiviral: -9

What do the screens show for `CCCCc1ccc(NC(=O)COc2ccc(C(=O)Nc3ccccc3OCC)cc2)cc1`?
AmpC inh no detg: -31%; Sm TGR block: -5%; Giardia FBPA inh: 2%; AmpC detergent: -9%; AMA1-RON2 inh: 10%[11.6 µM]; HCMV antiviral: -37

Results for O=C(COc1ccc2ccccc2c1)N1CCN(C(=O)c2ccco2)CC1 ?
AmpC inh no detg: 53%; Sm TGR block: inconclusive; Giardia FBPA inh: 1%; AmpC detergent: 3%; AMA1-RON2 inh: -12%; HCMV antiviral: 3

Results for CCOc1ccc(/C=C2\SC(=S)N(C(C(=O)O)c3ccccc3)C2=O)cc1OC (centres undefined) ?
AmpC inh no detg: -34%; Sm TGR block: -12%; Giardia FBPA inh: 13%; AmpC detergent: 5%; AMA1-RON2 inh: 0%; HCMV antiviral: 0

How did COc1ccc(C(=O)Nc2nnc(SCc3cc(=O)n4cccc(C)c4n3)s2)cc1 do in these assays?
Sm TGR block: 4%; AmpC detergent: 6%; HCMV antiviral: 89

What do the screens show for `O=C(C1=C[C@H](C2CCCCC2)C[C@H](OCCCCO)O1)N1CCN(Cc2ccccc2)CC1`?
AmpC inh no detg: 199%[activator]; Sm TGR block: 35µM*; Giardia FBPA inh: -9%; AmpC detergent: 4%; AMA1-RON2 inh: -14%; HCMV antiviral: 17

How did COc1ccccc1CNC(=O)C(C)n1nc(C)c2c(C)n(-c3ccccc3)nc2c1=O (centres undefined) do in these assays?
AmpC inh no detg: -11%; Sm TGR block: -8%; AmpC detergent: -2%; AMA1-RON2 inh: -3%; HCMV antiviral: -18

How did CN(C(=O)CSc1nc2ccccc2o1)C1CCS(=O)(=O)C1 (centres undefined) do in these assays?
AmpC inh no detg: -17%; Sm TGR block: 1%; AmpC detergent: 3%; AMA1-RON2 inh: -4%; HCMV antiviral: 4
